Source: PubChem
RGS8-Gao reg = RGS8-Galphao binding modulators, primary screen, biochemical, multiplexed bead flow cytometry. AID 1423, 2008. actives lie on both sides. Guanine nucleotide-binding protein G(o) subunit alpha (Homo sapiens), P09471. response (percent of control binding), % at 10 µM. 0.34% of 220,000 active; in the data active = response below about 60% or above about 140%; inactive = in between;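 note: Galphao activated as the GDP aluminium fluoride complex binding bead-coupled RGS8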
ABCB1 block = ABCB1 efflux pump inhibitors, primary screen, cell-based, multiplex, flow cytometry, ABCG2 counter-screen; CCRF-Adr cells, JC-1 efflux; 0.067% of 190,000 active; inhibition, % at 6.6 µM; in the data active = inhibition above about 40%;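 note: 0% = vehicle and 100% = reference inhibitor; higher value means more JC-1 retained so stronger ABCB1 efflux block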
Target sequence (P08183 whole entry, looked up): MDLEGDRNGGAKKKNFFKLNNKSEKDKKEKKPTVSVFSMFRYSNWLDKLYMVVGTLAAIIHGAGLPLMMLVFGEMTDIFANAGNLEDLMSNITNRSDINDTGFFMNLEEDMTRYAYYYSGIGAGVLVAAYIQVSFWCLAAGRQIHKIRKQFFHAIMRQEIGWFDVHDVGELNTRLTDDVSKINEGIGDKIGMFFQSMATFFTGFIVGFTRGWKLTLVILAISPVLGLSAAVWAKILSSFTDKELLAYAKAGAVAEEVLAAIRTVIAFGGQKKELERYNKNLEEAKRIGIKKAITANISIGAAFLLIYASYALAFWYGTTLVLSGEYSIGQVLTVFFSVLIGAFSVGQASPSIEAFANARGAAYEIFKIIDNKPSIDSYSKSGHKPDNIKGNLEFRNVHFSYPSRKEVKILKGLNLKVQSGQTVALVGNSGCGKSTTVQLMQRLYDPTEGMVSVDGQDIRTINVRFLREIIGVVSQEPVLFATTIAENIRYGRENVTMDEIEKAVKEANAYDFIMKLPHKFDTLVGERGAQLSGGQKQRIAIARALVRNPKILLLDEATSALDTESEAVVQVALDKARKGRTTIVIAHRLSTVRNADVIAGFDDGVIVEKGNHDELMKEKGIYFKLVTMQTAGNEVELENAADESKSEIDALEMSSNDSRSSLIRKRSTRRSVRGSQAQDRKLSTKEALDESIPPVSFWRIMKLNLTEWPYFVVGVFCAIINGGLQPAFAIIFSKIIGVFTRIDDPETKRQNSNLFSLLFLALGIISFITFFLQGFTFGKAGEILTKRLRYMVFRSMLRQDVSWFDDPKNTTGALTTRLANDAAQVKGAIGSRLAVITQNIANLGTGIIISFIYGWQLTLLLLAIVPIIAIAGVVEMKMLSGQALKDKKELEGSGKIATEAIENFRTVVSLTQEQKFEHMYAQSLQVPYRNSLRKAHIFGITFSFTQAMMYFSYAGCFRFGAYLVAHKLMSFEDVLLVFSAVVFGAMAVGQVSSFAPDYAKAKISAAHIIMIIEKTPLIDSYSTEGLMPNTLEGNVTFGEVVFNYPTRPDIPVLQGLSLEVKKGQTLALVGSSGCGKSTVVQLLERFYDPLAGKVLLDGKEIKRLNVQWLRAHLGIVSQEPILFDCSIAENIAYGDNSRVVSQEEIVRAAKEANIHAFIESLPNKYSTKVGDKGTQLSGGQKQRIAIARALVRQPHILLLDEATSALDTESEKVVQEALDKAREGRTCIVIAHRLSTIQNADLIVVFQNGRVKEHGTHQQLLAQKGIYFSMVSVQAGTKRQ
Mcl1-Noxa inh = Mcl-1/Noxa binding inhibitors, primary screen, biochemical, TR-FRET, 1536-well; inhibition, % at 21.7 µM; Induced myeloid leukemia cell differentiation protein Mcl-1 (Homo sapiens), Q07820; 1.5% of 220,000 active; TR-FRET Mcl-1/Noxa peptide binding, 2 h;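 active = compounds that cut the protein-peptide binding signal by more than 50% relative to plate controls in a single-dose test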;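 note: His-tagged Mcl-1 with rhodamine Noxa BH3 peptide and terbium anti-His antibody; 0% = Mcl-1 plus Noxa peptide wells and 100% = peptide-only wells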
ABCG2 block = ABCG2 efflux pump inhibitors, primary screen, multiplex with ABCB1, IgMXP3 cells, flow cytometry | Broad substrate specificity ATP-binding cassette transporter ABCG2 (Homo sapiens), Q9UNQ0 | JC-1 efflux | inhibition, % at 6.6 µM | 0.1% of 190,000 active;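 active = inhibition above 80%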;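 note: 0% = DMSO and 100% = nicardipine control wells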
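System: two drug-resistant human cell lines, ABCG2 and ABCB1; controls: nicardipine high and DMSO low controls; times: 10 min exposure at 25 °C with rotation, no wash; detection: flow cytometry of retained JC-1 fluorescence; read-out basis: percent efflux inhibition, scaled nicardipine 100% to DMSO 0%; doses: one concentration, 6.6 µM final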
Mcl-1 Bim block = inhibitors of Bim peptide binding to Mcl-1, primary screen, biochemical, bead-based flow cytometry, multiplex; inhibition, % at 10 µM; Bim peptide-Mcl-1 binding; 0.1% of 190,000 active; AID 1009, 2008; in the data active = inhibition above about 40%;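 note: 0% = no compound tracer wells and 100% = peptide blocker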
RGS4-Gao reg = modulators of RGS4 binding to Galphao, primary screen, biochemical, multiplexed bead flow cytometry. actives lie on both sides. binding response (% of control), % at 10 µM. AID 1415, 2008. 0.33% of 220,000 active; in the data active = binding response below about 49% or above about 150%; inactive = in between;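 note: fluorescent Galphao activated with aluminum fluoride binding bead-coupled RGS4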
Pf gametocyte = late stage P. falciparum gametocyte viability inhibitors, primary screen, ATP luminescence, HTS; AID 743093, 2013; inhibition, % at 10.9 µM; 0.065% of 150,000 active; P. falciparum stage V gametocytes, 24 h;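 active = inhibition above the mean plus 3 SD of compounds within the control limits, set per campaign, cut at about 38% in these data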;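 note: 0% = DMSO wells and 100% = medium only without gametocytes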
RGS7-Gao = RGS7-Galphao binding modulators, primary screen, biochemical, multiplexed bead flow cytometry. Guanine nucleotide-binding protein G(o) subunit alpha (Homo sapiens), P09471. actives lie on both sides. binding response (% of control), % at 10 µM. 0.35% of 220,000 active. AID 1439, 2008; in the data active = binding response below about 49% or above about 150%; inconclusive = no clear call, values can overlap the other calls; inactive = in between;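 note: fluorescent Galphao held in activated GDP-AlF4 state binding bead-coupled RGS7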
Mcl1-Bid inh = Mcl-1/Bid binding inhibitors, primary screen, biochemical, TR-FRET, 1536-well. 0.97% of 220,000 active. TR-FRET Mcl-1/Bid-Dy647 peptide binding. inhibition, % at 21.7 µM. AID 1021, 2008. Induced myeloid leukemia cell differentiation protein Mcl-1 (Homo sapiens), Q07820;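 active = compounds that cut the binding signal by more than half at the single screening dose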;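 note: His-tagged Mcl-1 with europium anti-His antibody binding Bid BH3 peptide; 0% = Mcl-1 plus peptide wells and 100% = peptide-only wells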
GSH fluor = compound fluorescence on glutathione beads, profiling panel, artefact control, biophysical, 488/530 nm, flow cytometry; GSH beads flow cytometry, compound fluorescence 488/530 nm; stronger effect = higher value; fluorescence (KMESF) at 10 µM; 0.25% of 190,000 active; AID 1776, 2009; in the data active = fluorescence above about 89;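 note: glutathione beads carrying GST-tagged Bcl family fusion proteins plus one bare bead set; values are compound well signal with DMSO vehicle wells as background; inactives centre near 16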
Avidin fluor = green autofluorescence of compounds with avidin beads – biophysical, 488/530 nm, flow cytometry, artefact control, profiling panel. compound fluorescence 488/530 nm; stronger effect = higher value. fluorescence (KMESF) at 10 µM. 0.38% of 220,000 active. AID 1775, 2009; in the data active = fluorescence above about 47; note: inactives centre near 10
* hit, by the source's call; u = inconclusive; x = not tested or not shown; [ ] = another dose, or the depositor's remark.

SMILES	RGS8-Gao reg	ABCB1 block	Mcl1-Noxa inh	ABCG2 block	Mcl-1 Bim block	RGS4-Gao reg	Pf gametocyte	RGS7-Gao	Mcl1-Bid inh	GSH fluor	Avidin fluor
O=C(Nc1ccccc1C(=O)OC1CCOC1=O)c1ccco1 (centres undefined)	98	1.8	5	24	4	97	x	99	-12	24	8
CN1C(=O)NC(NC(=O)c2ccco2)(C(F)(F)F)C1=O (centres undefined)	98	1.1	8	4	-3	96	4	96	2	17	34
Cc1cc(S(=O)(=O)N2CCN(C(=O)CCC(=O)N3CCOCC3)CC2)ccc1Br	101	x	-19	x	x	95	-7	u	-22	x	7
NS(=O)(=O)c1cc2c(cc1Cl)NC(CSCc1ccccc1)=NS2(=O)=O	x	-1.4	15	-5	-1	x	x	x	10	18	x
Cc1ccc(C)c(NC(=S)Nc2cccnc2)c1	102	0.0	10	1	-2	102	x	101	-24	12	18
O=C(Nc1ccccn1)c1ccc(COc2ccccc2Cl)o1	118	2.7	4	45	7	102	x	105	0	11	23
O=C(COC(=O)Cc1ccc(Br)cc1)Nc1c(F)c(F)c(F)c(F)c1F	95	5.5	2	x	-5	99	-1	99	4	11	6
CCCn1cc(C(=O)OCC)c(=O)c2cc(F)c(F)cc21	92	x	-13	x	x	103	2	u	4	x	8
Cc1cc(N=NC(=O)c2ccccc2O)c2ccccc2c1O	109	0.1	33	5	4	110	-4	108	-61	5	27
COc1ccc(C[C@@H]2CN3C(=NC[C@@H]3C)N2C[C@H](C)NC(=O)CCC2CCCCC2)cc1	99	0.7	-2	1	-1	101	-4	101	-9	21	5
CCOC(=O)c1[nH]c(C)c(C(=O)OCC(=O)N(CC)C2CCS(=O)(=O)C2)c1C (centres undefined)	103	0.3	1	8	0	99	-6	102	2	11	10
Cc1cccc(C)c1NC(=S)N1CC(C)OC(C)C1 (centres undefined)	102	x	6	x	x	101	-19	u	-14	x	8
O=C(c1ccco1)N1N=C(c2ccccc2)CC1c1ccc2nccnc2c1 (centres undefined)	96	x	34	x	x	89	-15	u	-14	x	3
O=C1Cc2ccccc2N1c1ccccc1	75	6.6	21	5	-4	93	-16	97	10	15	3
COC(=O)N/N=C/c1ccc(-c2ccc(Cl)c(Cl)c2)o1	99	-0.2	14	24	-3	98	2	95	15	13	10
Cc1nnc(SCC(=O)N(Cc2ccccc2)C(C)(C)C)[nH]c1=O	96	0.8	6	0	-2	97	-7	96	21	14	15
CCCCc1sc(-c2c(C#N)c(N)nc3c2CCCCC3)cc1[N+](=O)[O-]	103	3.9	-2	44	-1	102	x	97	-2	31	13
CCC(CC)NC(=O)c1ccc(Cl)cc1	108	1.1	-2	8	1	97	x	105	-27	9	15
CC(C)CCOc1cccc(OCC(=O)O)c1	130	30	8	108*	-1	422*[activator]	-1	375*[activator]	2	63	84*
CCOC(=O)c1c(-c2ccc(F)cc2)csc1NC(=O)CCN1C(=O)c2ccccc2C1=O	99	1.8	-4	17	-3	96	-6	97	2	10	12
CCC(C)(C)NC(=O)C(c1ccc(C)cc1)N(Cc1cccnc1)C(=O)c1csnn1 (centres undefined)	103	1.0	-6	6	-1	102	-13	99	-2	14	5
CCNC(=S)N(Cc1cc2c(C)ccc(C)c2[nH]c1=O)C1CCCC1	113	6.5	-7	6	0	117	-25	115	-20	14	11
CC(=O)N1CCN2C(=O)C1CCCC(=O)c1cc(C(C)C)ccc12 (centres undefined)	102	0.4	3	0	-4	99	x	101	-7	17	6
O=c1nc(N2CCOCC2)ccn1-c1nc(-c2ccccc2)sc1-c1ccccc1	101	x	-18	x	x	101	-5	u	-5	x	11
Cc1cccc(C)c1NC(=O)C1(N(Cc2ccco2)C(=O)c2ccccn2)CCCC1	106	0.3	-8	-5	5	106	x	105	-12	20	6

3 entries out of the list above, arranged by the value under Avidin fluor, falling.
SMILES	RGS8-Gao reg	Mcl1-Noxa inh	ABCG2 block	Mcl-1 Bim block	RGS4-Gao reg	RGS7-Gao	Mcl1-Bid inh	GSH fluor	Avidin fluor
Cc1cc(N=NC(=O)c2ccccc2O)c2ccccc2c1O	109	33	5	4	110	108	-61	5	27
O=C(Nc1ccccn1)c1ccc(COc2ccccc2Cl)o1	118	4	45	7	102	105	0	11	23
COC(=O)N/N=C/c1ccc(-c2ccc(Cl)c(Cl)c2)o1	99	14	24	-3	98	95	15	13	10

The results go on.
SMILES	RGS8-Gao reg	ABCB1 block	Mcl1-Noxa inh	ABCG2 block	Mcl-1 Bim block	RGS4-Gao reg	Pf gametocyte	RGS7-Gao	Mcl1-Bid inh	GSH fluor	Avidin fluor
O=c1c2[nH]c3ccc(F)cc3c2ncn1Cc1ccncc1	100	x	10	x	x	93	-2	u	-2	x	6
O=C(NC1CCCCC1)c1ccc(Br)o1	101	0.3	-2	1	0	103	x	103	4	68	3
O=C(CN1c2cccc3cccc(c23)S1(=O)=O)Nc1cccc(S(=O)(=O)N2CCOCC2)c1	102	-0.8	38	-8	-2	102	31	99	-33	19	11
N#CCCn1c(SCC(=O)Nc2ccc(N3CCOCC3)cc2)nc2ccccc21	101	0.5	4	7	-3	99	x	98	-52	9	14
CCOC(=O)C1CCN(c2nc(-c3ccc(C)cc3)nc3ccccc23)CC1	104	2.0	1	6	0	102	-9	100	1	14	13
O=C1c2ccccc2C(=O)N1c1cccc(-c2csc(Nc3ccc4c(c3)OCO4)n2)c1	92	-0.5	62*	-2	1	85	x	82	38	19	6
O=C1C(Oc2ccccc2)C(c2cccs2)N1Cc1ccc2c(c1)OCO2 (centres undefined)	102	1.2	26	4	1	101	x	100	-7	22	12
O=C1NC(c2cc3c(cc2Cl)OCO3)Oc2ccccc21 (centres undefined)	97	0.3	6	2	1	100	x	96	-51	53	6
Cc1nonc1OCCN1CCN(c2ccc([N+](=O)[O-])cc2)CC1	98	x	-8	x	x	95	14	u	-22	x	6
Cc1ccc(C)c(NC(=O)c2ccc(OC(=O)c3ccco3)cc2)c1	102	0.7	14	3	1	104	x	105	0	12	15
COc1ccc(/C=C/C(=O)NC(=S)NNC(=O)c2c(-c3ccccc3)noc2C)cc1	100	-0.4	-81	-1	-4	103	29	100	-69	19	13
Cc1cc(N2CCN(C(=O)c3ccco3)CC2)c2ccccc2n1	100	x	-8	x	x	101	-15	u	-20	x	8
Cc1cccc2c1c1ccc3c(c1n2C)C(=O)C=CC3=O	71	x	108*	x	x	95	x	u	40	x	4
CCOC(=O)C1=C(C)NC2=C(C(=O)CCC2)C1c1coc2ccccc2c1=O (centres undefined)	99	0.2	14	0	0	95	x	101	-33	37	5
O=S(=O)(c1ccc(Oc2ccc(Br)cc2)cc1)N1CCOCC1	106	0.5	12	2	0	101	-17	101	8	50	13
O=C(c1cc(=O)c2ccccc2o1)N1CCN(c2ccccc2F)CC1	100	0.8	10	4	41*	100	21	96	-12	0	25
O=C(Nc1cccc(Cl)c1)c1ccncc1	99	0.0	23	6	-1	101	-4	106	-11	28	24
Cc1nc(-c2cccnc2)sc1C(=O)Nc1cccc(C(F)(F)F)c1	102	0.1	11	2	-3	101	-2	98	-10	14	10
COC1=C/C(=C/c2c(O)c(C#N)c3ccccn23)C=CC1=O	98	x	33	x	x	96	-22	u	-48	x	7
O=C(Nc1ccc(F)cc1)C1CCC(N2C(=O)c3ccccc3C2=O)CC1 (centres undefined)	103	-0.3	1	3	-1	102	x	99	-4	33	10
COCc1c(C(=O)N/N=C/C2CC=CCC2)nnn1-c1nonc1N (centres undefined)	101	0.3	20	5	-6	97	13	98	-18	11	3
Oc1ccc(/C=N/Nc2nccnc2Cl)cc1	102	1.0	10	1	0	101	x	100	-8	31	13
CN(C)c1nc(=S)nc(NCc2ccccc2)[nH]1	99	0.9	10	3	-2	100	x	100	-31	18	6
CCOC(=O)N1CCN(C(=O)/C(=C/c2ccc(Cl)cc2)NC(=O)c2ccccc2)CC1	98	0.8	-2	2	2	98	11	u	-10	12	13
O=C(CS(=O)(=O)c1c[nH]c2ccccc12)N1CCCCCC1	102	0.4	-11	0	-1	103	10	100	-18	10	24
N/C(=N/OCC(=O)Nc1cccc2ccccc12)c1nonc1N	94	-2.3	-20	1	0	89	-13	89	-16	22	15
O=C(Nc1cccc(-c2csc(Nc3cccc(C(F)(F)F)c3)n2)c1)c1ccccc1	102	x	-10	x	x	109	-20	u	-85	x	14
Cc1ccc2cc3cc(C(=O)NCc4ccco4)oc3nc2c1	97	0.5	8	14	0	95	x	98	-10	41	5
Cc1ccc(C)c(Cn2c(=O)c3c(nc4n3CCN4Cc3ccco3)n(C)c2=O)c1	98	1.4	2	4	1	97	x	98	-136	5	16
CCC(C)Sc1nc2c(cnn2-c2ccc(C)c(C)c2)c(=O)[nH]1 (centres undefined)	102	-1.5	-130	-2	-2	98	x	95	24	20	6

Records above shown as hits in Mcl-1 Bim block.
SMILES | RGS8-Gao reg | Mcl1-Noxa inh | ABCG2 block | Mcl-1 Bim block | RGS4-Gao reg | RGS7-Gao | Mcl1-Bid inh | GSH fluor | Avidin fluor
O=C(c1cc(=O)c2ccccc2o1)N1CCN(c2ccccc2F)CC1 | 100 | 10 | 4 | 41* | 100 | 96 | -12 | 0 | 25

Pulled by structure from the entries so far, two records:
SMILES	RGS8-Gao reg	ABCB1 block	Mcl1-Noxa inh	ABCG2 block	Mcl-1 Bim block	RGS4-Gao reg	Pf gametocyte	RGS7-Gao	Mcl1-Bid inh	GSH fluor	Avidin fluor
N#CCCn1c(SCC(=O)Nc2ccc(N3CCOCC3)cc2)nc2ccccc21	101	0.5	4	7	-3	99	x	98	-52	9	14
CCC(C)Sc1nc2c(cnn2-c2ccc(C)c(C)c2)c(=O)[nH]1 (centres undefined)	102	-1.5	-130	-2	-2	98	x	95	24	20	6

Part of the list above, field by field.
> COc1ccc(/C=C/C(=O)NC(=S)NNC(=O)c2c(-c3ccccc3)noc2C)cc1
  RGS8-Gao reg = 100	ABCB1 block = -0.4	Mcl1-Noxa inh = -81	ABCG2 block = -1	Mcl-1 Bim block = -4	RGS4-Gao reg = 103	Pf gametocyte = 29	RGS7-Gao = 100	Mcl1-Bid inh = -69	GSH fluor = 19	Avidin fluor = 13
> Cc1cc(N2CCN(C(=O)c3ccco3)CC2)c2ccccc2n1
  RGS8-Gao reg = 100	ABCB1 block = x	Mcl1-Noxa inh = -8	ABCG2 block = x	Mcl-1 Bim block = x	RGS4-Gao reg = 101	Pf gametocyte = -15	RGS7-Gao = u	Mcl1-Bid inh = -20	GSH fluor = x	Avidin fluor = 8
